Source: PubChem
SRC2 inh – inhibits human steroid receptor coactivator 2; Q15596; HEK293 GAL4-SRC2 luciferase reporter, luminescence; inhibition, % at 9 µM; actives 0.17% (n = 370,000);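 active = inhibition above the mean inhibition of all tested compounds plus 3 SD, set per campaign, cut at about 52% in these data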;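 also: 0% = DMSO treated cells and 100% = cells given Gossypol at 36 µM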
Target sequence (Q15596 whole entry, looked up, the tested form may be a part): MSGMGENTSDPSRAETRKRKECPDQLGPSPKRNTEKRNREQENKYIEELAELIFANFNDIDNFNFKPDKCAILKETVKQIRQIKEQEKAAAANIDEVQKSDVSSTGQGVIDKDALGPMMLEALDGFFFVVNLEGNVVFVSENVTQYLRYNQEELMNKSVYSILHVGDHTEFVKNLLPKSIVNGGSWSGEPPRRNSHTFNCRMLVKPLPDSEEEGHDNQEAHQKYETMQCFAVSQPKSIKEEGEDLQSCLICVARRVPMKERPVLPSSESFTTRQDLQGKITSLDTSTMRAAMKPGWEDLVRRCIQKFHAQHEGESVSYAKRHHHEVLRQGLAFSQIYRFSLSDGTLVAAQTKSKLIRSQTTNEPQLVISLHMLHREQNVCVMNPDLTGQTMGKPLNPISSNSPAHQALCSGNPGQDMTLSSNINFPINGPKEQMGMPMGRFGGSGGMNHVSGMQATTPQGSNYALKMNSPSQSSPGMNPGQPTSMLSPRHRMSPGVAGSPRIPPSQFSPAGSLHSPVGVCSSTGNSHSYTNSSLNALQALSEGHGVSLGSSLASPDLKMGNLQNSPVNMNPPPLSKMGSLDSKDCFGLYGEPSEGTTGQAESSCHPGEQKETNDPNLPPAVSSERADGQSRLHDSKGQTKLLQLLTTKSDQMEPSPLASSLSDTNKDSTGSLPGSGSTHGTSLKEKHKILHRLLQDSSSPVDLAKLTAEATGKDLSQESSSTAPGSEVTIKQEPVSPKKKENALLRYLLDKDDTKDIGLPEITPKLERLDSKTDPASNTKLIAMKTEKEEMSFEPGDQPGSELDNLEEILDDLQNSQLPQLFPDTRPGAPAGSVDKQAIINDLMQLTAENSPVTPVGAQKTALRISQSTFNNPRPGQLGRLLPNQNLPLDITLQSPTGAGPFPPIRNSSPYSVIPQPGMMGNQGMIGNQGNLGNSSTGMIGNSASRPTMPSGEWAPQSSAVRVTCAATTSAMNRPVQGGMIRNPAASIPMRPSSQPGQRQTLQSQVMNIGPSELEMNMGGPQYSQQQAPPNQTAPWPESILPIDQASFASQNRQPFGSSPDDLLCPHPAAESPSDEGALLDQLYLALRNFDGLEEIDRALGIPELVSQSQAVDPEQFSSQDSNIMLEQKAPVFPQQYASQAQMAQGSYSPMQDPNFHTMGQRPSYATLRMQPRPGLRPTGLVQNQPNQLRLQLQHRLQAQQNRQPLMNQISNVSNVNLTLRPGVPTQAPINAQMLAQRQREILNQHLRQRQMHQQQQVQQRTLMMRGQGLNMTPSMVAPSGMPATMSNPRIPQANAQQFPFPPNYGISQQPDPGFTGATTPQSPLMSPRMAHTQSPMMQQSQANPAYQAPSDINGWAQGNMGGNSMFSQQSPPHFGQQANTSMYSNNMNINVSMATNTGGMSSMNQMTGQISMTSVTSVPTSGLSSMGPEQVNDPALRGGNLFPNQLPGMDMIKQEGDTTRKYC
TROY NFkB inh – TROY signaling inhibition; Q293 LMP1-TROYcd NF-kB luciferase reporter, 4 h; inhibition, % at 10 µM; actives 0.98% (n = 360,000);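 active = compounds whose plate-normalised and pattern-corrected inhibition of the luciferase reporter signal at the single screening dose is 50% or more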
CF NFkB block – inhibitors of cystic fibrosis induced NF-kB | inhibition, % at 5 µM | AID 588850 | KKLEB NF-kB-GFP reporter, PAF-induced, GFP fluorescence overnight | actives 0.86% (n = 360,000);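 active = at least 50% inhibition at 5 µM, scaled per plate between neutral and stimulator controls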;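 also: PAF is a Pseudomonas aeruginosa culture filtrate used as stimulus; plate controls were PAF-stimulated DMSO wells for no effect and unstimulated DMSO wells for full effect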
C8 TRAIL sens – sensitizes caspase-8 expressing cells to TRAIL. NB7+C8 cells + TRAIL, ATPlite viability luminescence. actives 1% (n = 360,000). inhibition (viability loss, TRAIL sensitization), % at 10 µM;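 active = compounds causing at least 50% loss of cell viability in the single-dose screen, relative to plate controls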
NR2F2 inh – NR2F2 (human) inhibition, primary screen; actives 0.7% (n = 370,000); inhibition, % at 8.6 µM; HEK293T NGFI-A luciferase reporter, luminescence; P24468;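 active = inhibition above a per-plate cutoff, mean inhibition of test wells between control levels plus 3 SD, cut at about 38% in these data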;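 also: cells cotransfected with COUP-TFII expression vector driving the NGFI-A reporter; 0% = median of COUP-TF2 test wells and 100% = reporter-only cells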
NCOA3 inh – inhibitors of human steroid receptor coactivator 3 (SRC3). Q9Y6Q9. HEK293 GAL4-SRC3 luciferase reporter, luminescence. inhibition, % at 3.6 µM. actives 0.17% (n = 360,000). AID 588352;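 active = inhibition above a per-campaign cutoff, the mean of all compounds plus 3 SD, cut at about 60% in these data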;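 also: 0% = DMSO-treated cells and 100% = gossypol-treated cells at 36 µM; higher means less SRC3-driven luciferase light from the GAL4 reporter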
TWEAK-Fn14 inh – inhibitors of TWEAK-Fn14 interaction signaling. TWEAK-stimulated Fn14 reporter cells, luciferase luminescence, 8 h. inhibition, % at 10 µM. actives 2% (n = 360,000). AID 1159606; in the data active = inhibition above about 50%
NR5A2 inv ag – suppresses constitutive activity of human LRH-1; HEK293T StAR-luciferase reporter, LRH-1 transfected, 24 h; inhibition, % at 3.6 µM; actives 0.13% (n = 360,000);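 active = inhibition above the mean inhibition of all tested compounds plus 3 SD, cut at about 73% in these data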;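 also: 0% = DMSO wells and 100% = reporter-only cells lacking LRH-1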
KKLEB cytotox – CF airway cell cytotoxicity counter-screen; KKLEB CF airway cells viability, ATPlite luminescence, overnight; active compounds read low; cells stimulated with P. aeruginosa culture filtrate; activity change (cytotoxicity), % at 5 µM; AID 602141; actives 0.36% (n = 360,000);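 active = corrected activity change at or below -50% at 5 µM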
LMP1 NFkB inh – reduces LMP1-driven NF-kappaB luciferase signal | LMP1-induced NF-kappaB luciferase reporter cells, luminescence | inhibition, % at 12.5 µM | actives 0.69% (n = 350,000) | AID 504558; in the data active = inhibition above about 41%;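 also: 0% = neutral control wells and 100% = reference inhibitor control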
SRC1 inh – inhibits human SRC1 coactivator; inhibition, % at 3.6 µM; actives 0.12% (n = 360,000); HEK293 GAL4-SRC1 luciferase reporter, luminescence;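 active = inhibition above the campaign mean plus 3 SD, with each screening campaign given its own cutoff, cut at about 60% in these data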;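 also: 0% = DMSO treated cells and 100% = gossypol at 36 µM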
* = called active by the depositor; nt = not tested or not shown. Random draw from the library; overall some 4.2% were active at least once.

SMILES	SRC2 inh	TROY NFkB inh	CF NFkB block	C8 TRAIL sens	NR2F2 inh	NCOA3 inh	TWEAK-Fn14 inh	NR5A2 inv ag	KKLEB cytotox	LMP1 NFkB inh	SRC1 inh
COc1ccc(C(=O)Nc2cc(S(=O)(=O)N3CCCCC3)ccc2C)cc1	-14.9	2.6	-1.0	12.9	17.1	-6.3	9.1	8.0	-5.3	-7.8	9.3
O=C(NCC(c1ccco1)N1CCN(c2ccccc2)CC1)C(=O)NC1CCCCC1 (stereo not drawn)	3.6	-11.8	-12.7	5.3	-1.1	14.6	14.4	10.1	7.2	11.3	-17.1
CC1CN(C(=O)c2ccc(S(=O)(=O)Nc3cccc(C(F)(F)F)c3)cc2)CC(C)O1 (stereo not drawn)	-21.2	8.7	16.0	-9.0	-8.9	-2.9	-26.1	13.2	-4.6	5.3	7.6
Cn1cccc1/C=N/NC(=O)Cc1cccc2ccccc12	16.8	7.2	-5.7	15.8	12.2	19.8	20.5	7.9	-1.4	-2.6	1.1
CC1CCN(C(=O)CSc2nc3[nH]ncc3c(=O)[nH]2)CC1	-33.9	-10.2	7.4	2.8	-9.6	14.9	2.4	-3.4	-1.6	-1.2	3.8
O=C(N/N=C/c1c[nH]c2ccccc12)c1cc(-c2cccc3ccccc23)n[nH]1	-4.0	5.2	18.3	6.3	-23.3	-31.7	8.4	-94.9	-5.9	6.3	-49.6
CCCn1c(SCC(=O)NC2CCCCC2)nnc1-c1ccco1	-8.0	6.3	6.7	11.3	3.8	0.0	7.5	14.5	3.9	-4.5	9.2
O=C(CSc1nc(O)c(C2CCCCC2)c(=O)[nH]1)Nc1ccc(F)cc1	-14.0	-17.8	-1.0	0.5	1.4	-8.3	0.3	1.1	-23.7	1.2	-49.3
CCOC(=O)c1c(C)[nH]c(C)c1S(=O)(=O)N(C)CC(=O)Nc1cccc(C)n1	-9.3	11.2	4.6	-6.3	-21.2	-26.7	3.2	-7.3	-3.3	-7.6	-1.4
Cc1ccc(N(C(=O)CC2NC(=O)NC2=O)C2(C(=O)NC3CCCC3)CCCCC2)cc1 (stereo not drawn)	9.6	-8.0	-3.2	-8.1	-4.5	-37.3	-2.9	7.5	11.2	-0.7	-0.7
CC1(C)CC(n2c(NCCO)nc3c(c2=O)C2(CCCC2)Cc2ccccc2-3)CCO1 (stereo not drawn)	3.9	13.7	-6.3	-3.0	-5.3	0.5	5.6	1.4	1.6	-0.8	-17.1
Cn1c(Br)nc2c1c(=O)n(CC(O)COc1ccccc1)c(=O)n2C (stereo not drawn)	4.8	-0.5	7.5	-23.2	3.3	7.3	7.5	6.9	5.5	3.1	-1.9
O=C(N/N=C/c1ccc(OC(=O)c2ccccc2Cl)cc1)c1ccccn1	nt	-14.6	6.5	25.6	nt	-80.2	2.5	-73.9	-4.1	-15.9	-125.2
O=C(COc1ccc(F)cc1F)NNC(=O)Nc1cccc([N+](=O)[O-])c1	-12.1	-4.7	-1.1	-12.5	-5.8	-15.3	1.4	-20.1	13.7	4.1	-14.2
O=C(COC(=O)c1cccnc1)Nc1ccc(F)cc1	-7.7	7.1	-17.0	-10.6	3.4	2.0	4.9	3.6	9.5	-3.4	3.6
O=C(CCCn1c(=S)[nH]c2cc3c(cc2c1=O)OCO3)NCc1cccc(Cl)c1	8.1	-0.5	17.1	-20.9	11.9	8.3	-4.2	-10.0	-20.0	-4.1	-10.6
CC(=O)N1CCN(CC(O)COc2ccc(OCc3ccccc3)cc2)CC1 (stereo not drawn)	15.9	-15.6	0.5	18.5	-7.5	8.0	26.6	6.3	-8.4	-5.8	-17.8
Cc1ccccc1Oc1ccc(S(=O)(=O)NCCC(=O)O)cc1	-6.8	8.5	9.1	-6.9	-24.5	3.1	9.2	3.5	-2.9	-5.7	-15.3
Cc1ccc(CNC(=O)C2CCCN(c3nn4c(=O)cc(C)nc4s3)C2)cc1 (stereo not drawn)	-11.1	4.7	-5.7	-12.2	8.3	5.0	7.5	9.0	-0.7	-8.5	6.7
CSc1ccccc1C(=O)C1CCCN(S(=O)(=O)c2c(C)noc2C)C1 (stereo not drawn)	0.4	-0.6	-6.5	1.4	11.4	2.5	-28.0	5.0	-1.5	-7.7	11.0
COC(=O)c1ccc(-c2nc(O)c3cnccn23)cc1	-40.9	10.2	-11.5	-0.5	5.0	15.1	-5.5	17.1	3.9	-5.7	-7.5
COCCC(=O)N1CCC(Oc2ccc(C(=O)NCc3ncc(C)[nH]3)cc2)CC1	-8.2	-3.7	1.8	-17.0	-1.9	21.6	1.2	-0.6	-1.2	-2.0	6.0
CN(C)S(=O)(=O)c1cccc(C(=O)Nc2cc(S(=O)(=O)N3CCOCC3)ccc2O)c1	-16.4	-4.4	-29.5	-8.2	5.6	-6.1	-8.4	-27.4	7.8	-6.2	11.9
CC1CCN(CCc2nc3cc(NC(=O)COc4ccc(Cl)cc4)ccc3n2C)CC1	6.2	-12.5	2.9	9.0	6.4	21.9	-16.4	1.7	-1.6	19.5	20.5
Cc1nn(CC(=O)NCc2ccccc2)c(=O)c2ccccc12	17.8	11.2	-14.3	-7.9	-4.4	-13.1	-3.9	12.0	-0.6	-4.0	-20.6
SMILES	SRC2 inh	TROY NFkB inh	CF NFkB block	C8 TRAIL sens	NR2F2 inh	NCOA3 inh	TWEAK-Fn14 inh	NR5A2 inv ag	KKLEB cytotox	LMP1 NFkB inh	SRC1 inh
Cn1c(CNS(=O)(=O)c2ccc(Cl)cc2)n[nH]c1=S	-24.5	1.9	15.7	-4.7	-8.9	-1.8	5.3	4.0	-2.6	2.9	5.2
O=C(Nc1cccc(S(=O)(=O)N2CCOCC2)c1)C1CC1	0.2	-19.9	25.3	7.8	-13.3	-1.8	16.2	-35.4	-5.4	-0.1	-23.5
Cc1ccc(OC(=O)c2ccc([N+](=O)[O-])cc2Cl)cn1	2.6	5.4	-8.1	10.5	-2.5	-3.8	23.0	-4.4	-2.3	-2.8	9.9
Nc1cc2c(cc1[N+](=O)[O-])OCCOCCOCCO2	6.7	1.1	-12.7	-1.3	-7.1	17.0	-11.3	-6.6	3.0	-1.2	12.2
O=C(c1ccc2ncsc2c1)N1CCN(c2cccc(C(F)(F)F)c2)CC1	-28.4	-5.9	16.6	31.8	-5.2	-13.1	3.9	0.8	-12.0	-11.7	-32.1
CC(C)(C)C(=O)Cn1ncc(Br)c(Br)c1=O	-21.1	53.3*	78.3*	3.9	-18.2	-5.9	79.1*	-21.7	-40.9	61.4*	-29.2
CCc1nnc(NC(=O)CSc2nnc(CNC(=O)c3ccccc3F)n2C)s1	13.5	-8.3	-5.0	-2.1	-3.3	0.2	29.6	11.8	-1.0	-5.3	10.7
CC1(C)Cc2cccc(OCC(=O)N3CCN(c4cccc(Cl)c4)CC3)c2O1	-0.2	11.7	7.6	11.9	9.2	-23.8	0.9	4.8	10.6	1.1	-8.6
CCOC(=O)C1=C(C)OC(N)=C(C#N)C1c1cncc(-c2ccc(F)cc2)c1 (stereo not drawn)	0.1	24.1	-1.2	-2.5	6.3	19.0	-5.4	11.4	-7.3	12.9	-25.8
O=C(Nc1cc(S(=O)(=O)N2CCCC2)ccc1OCC(F)(F)F)c1ccc(F)cc1	-17.3	6.2	-1.0	-4.4	4.9	2.9	-6.9	-0.9	2.4	-6.0	5.7
Cc1ccc(S(=O)(=O)CCC(=O)OCC(=O)NCC(=O)Nc2cccc(C)c2C)cc1	-6.9	16.0	-6.0	-15.7	-18.5	-5.1	-1.5	-5.8	-3.6	13.2	1.1
CCc1ccc(-c2nc(CSCC(=O)N3CCN(c4ncccn4)CC3)c(C)o2)cc1	24.3	79.1*	-32.5	36.5	15.6	-18.0	51.5*	13.7	-8.2	8.0	12.8
CC(=O)Nc1ccc(S(=O)(=O)NCCSCc2cccc(Cl)c2)cc1	-4.0	4.8	-1.6	0.4	6.3	8.6	16.6	0.4	-23.5	6.0	4.2
O=C(O)CCC(=O)NNC(=O)CCC(=O)Nc1ccccc1	-5.9	-2.0	-3.5	-6.1	1.2	18.7	-0.6	-1.9	10.9	4.7	1.3
COC(=O)c1sc(S(=O)(=O)N2CCC(C(=O)O)CC2)c(C(=O)OC)c1C	-3.4	-2.2	13.6	-0.8	-3.0	-4.4	-12.8	9.5	15.9	6.2	-2.8
S=c1[nH]nc(Cn2cnc3ccccc32)n1-c1ccccc1	-10.4	-6.0	9.5	2.1	-0.3	8.7	3.0	-19.7	-8.8	4.2	-29.3
O=C(CN(C1CCCCC1)S(=O)(=O)c1ccc(F)cc1)Nc1ccc2c(c1)OCO2	9.8	-14.0	5.7	2.6	5.6	-1.7	11.3	4.6	9.6	6.4	-9.8
N#CC(C#N)=CN=c1ccn(Cc2ccc(Cl)cc2Cl)cc1	24.1	30.3	27.2	26.3	41.5*	4.4	17.0	17.2	2.1	-0.9	9.4
O=C(Nc1nc(-c2ccc3c(c2)OCO3)cs1)c1ccncc1	8.3	22.7	-24.8	31.0	52.5*	9.8	57.8*	1.5	-0.9	10.9	-10.8
Cc1cnc(C(=O)NC(Cc2ccccc2)c2ccccc2)cn1 (stereo not drawn)	-10.8	-2.4	-14.2	9.1	-0.6	4.7	-3.0	-7.3	-1.2	-12.0	4.4
O=C(Nc1ccccc1)C(=O)Nc1ccc2c(c1)N(C(=O)C1CC1)CCC2	-71.8	-9.7	-8.1	46.9	-36.6	-74.0	4.4	-135.2	3.0	-29.9	-59.3
Cn1c(C2CCCN2C(=O)OC(C)(C)C)n[nH]c1=S (stereo not drawn)	9.0	4.2	4.8	-4.3	-2.1	-2.6	2.3	15.9	3.1	-2.1	1.4
O=C(c1cccc([N+](=O)[O-])c1)c1ccc2c(c1)OCCOCCOCCOCCO2	-42.2	7.9	8.3	13.5	17.6	15.1	6.6	0.4	-3.4	nt	17.2
COc1ccc(C(C)(O)c2nc(-c3cc(F)cc(F)c3)cs2)cc1 (stereo not drawn)	4.6	15.7	-7.8	21.0	5.8	3.8	21.2	15.7	1.6	nt	2.8
O=C(CN1CCN(Cc2ccc(Cl)cc2)C1=O)NCCCN1CCN(c2ccc(F)cc2)CC1	15.4	24.2	7.2	16.4	56.3*	30.7	23.4	23.6	-0.5	11.6	9.2
CC(C)COc1ccc(C(=O)Nc2ccc([N+](=O)[O-])cc2)cc1	nt	-39.1	1.8	-7.6	nt	-18.1	-26.1	-15.3	3.1	-14.9	-8.7
O=C1c2cccc3cccc(c23)C(=O)N1CCCCCc1n[nH]c(=S)o1	11.2	-14.5	-13.3	2.3	13.1	8.5	-26.9	0.6	-17.7	4.2	5.6

Already shown: entries from further up.
SMILES	SRC2 inh	TROY NFkB inh	CF NFkB block	C8 TRAIL sens	NR2F2 inh	NCOA3 inh	TWEAK-Fn14 inh	NR5A2 inv ag	KKLEB cytotox	LMP1 NFkB inh	SRC1 inh
Cn1c(CNS(=O)(=O)c2ccc(Cl)cc2)n[nH]c1=S	-24.5	1.9	15.7	-4.7	-8.9	-1.8	5.3	4.0	-2.6	2.9	5.2
O=C(Nc1cccc(S(=O)(=O)N2CCOCC2)c1)C1CC1	0.2	-19.9	25.3	7.8	-13.3	-1.8	16.2	-35.4	-5.4	-0.1	-23.5
Cc1ccc(OC(=O)c2ccc([N+](=O)[O-])cc2Cl)cn1	2.6	5.4	-8.1	10.5	-2.5	-3.8	23.0	-4.4	-2.3	-2.8	9.9
